Compound activity: PubChem BioAssay, Fisher Drug Discovery Resource Center
mcGAS RapidFire – mouse cGAS inhibition by mass spec. recombinant mouse cGAS, cGAMP by RapidFire MS. inhibition, % at 12.5 µM. 130,000 tested, 0.18% active;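 active means inhibition of cGAS enzyme activity at or above 60%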;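 further: enzyme stimulated by 45 bp dsDNA with ATP and GTP substrates; cGAMP share of summed cGAMP plus half ATP and half GTP signals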
Target sequence (Q8C6L5 whole entry, looked up): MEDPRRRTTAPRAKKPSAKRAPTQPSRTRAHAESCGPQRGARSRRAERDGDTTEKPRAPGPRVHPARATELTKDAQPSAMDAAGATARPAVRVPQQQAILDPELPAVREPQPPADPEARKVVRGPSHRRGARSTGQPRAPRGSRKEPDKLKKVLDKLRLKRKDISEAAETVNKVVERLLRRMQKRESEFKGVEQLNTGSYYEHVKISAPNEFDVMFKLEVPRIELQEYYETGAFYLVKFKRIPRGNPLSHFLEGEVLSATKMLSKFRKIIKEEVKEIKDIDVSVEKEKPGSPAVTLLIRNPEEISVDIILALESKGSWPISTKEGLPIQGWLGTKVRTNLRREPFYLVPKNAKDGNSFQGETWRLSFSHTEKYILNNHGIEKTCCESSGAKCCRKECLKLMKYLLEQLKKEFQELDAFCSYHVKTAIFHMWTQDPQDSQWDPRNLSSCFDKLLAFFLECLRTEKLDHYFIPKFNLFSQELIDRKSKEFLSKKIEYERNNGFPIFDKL
An asterisk follows results filed as active; & = joins results of further samples. Not all compounds are listed. The share of hits here may be higher or lower than overall.

SMILES | mcGAS RapidFire
COC(=O)C(c1cc(F)ccc1F)N(C)C(=O)c1csnn1 (configuration not stated) | -5
Cc1ccc2[nH]c(C(=O)N(C)Cc3ccc(Br)o3)cc2c1 | -18
CC(=O)c1ccc(OCC(=O)NC(c2ccccc2F)c2nccn2C)cc1 (configuration not stated) | -2
COC(=O)CN(Cc1ccccc1C)C(=O)C(C)N1CCOCC1 (configuration not stated) | -55
COc1ccc2nc3n[nH]c(N)c3cc2c1 | -1
CCOC(=O)Cc1cc(=O)n2[nH]c(COC)c(-c3ccc(Cl)cc3)c2n1 | 1
CCC(CC)Nc1nc2cc(C)nn2c2ccccc12 | -3&-1
CCCOc1ccccc1C1NC(=O)NC(C)=C1C(=O)OCCc1ccccc1 (configuration not stated) | 4
Cc1cc(C)c(CNC(=O)C=Cc2cccs2)c(=O)[nH]1 | -6
CC1CCNc2cc(C(F)(F)F)ccc2S1 (configuration not stated) | -7

5 entries already listed, sorted by length of the SMILES, rising.
SMILES | mcGAS RapidFire
CC1CCNc2cc(C(F)(F)F)ccc2S1 (configuration not stated) | -7
COc1ccc2nc3n[nH]c(N)c3cc2c1 | -1
CCC(CC)Nc1nc2cc(C)nn2c2ccccc12 | -3&-1
COC(=O)C(c1cc(F)ccc1F)N(C)C(=O)c1csnn1 (configuration not stated) | -5
CCCOc1ccccc1C1NC(=O)NC(C)=C1C(=O)OCCc1ccccc1 (configuration not stated) | 4

The list continues.
SMILES | mcGAS RapidFire
CC(C)C(OC(=O)C1CCC(=O)NC1)C(=O)Nc1cccc2ncccc12 (configuration not stated) | -5
CC1C(=O)N2CCCc3cc(S(=O)(=O)Nc4ccc(F)c(C(F)(F)F)c4)cc1c32 (configuration not stated) | -5
FC(F)(F)Cn1c(N2CCOCC2)n[nH]c1=S | -14
S=c1sc2c(N3CCOCC3)ncnc2n1-c1ccccc1 | 8
CC1CCCN(Cc2nc3scc(-c4ccccc4)c3c(=O)[nH]2)C1 (configuration not stated) | -4
C=CCNc1nnc(C)c(=O)[nH]1 | -11
Cc1ccccc1CC(=O)N1CCC(CCC(=O)NC2CC2)CC1 | -13
Cc1cccc(-n2nnnc2SCc2cc(C)no2)c1 | -6
CC(C)NC(=S)NN=C1CCCCC1C1CCCCC1 (configuration not stated) | 0
COc1cc(OC)c(C(C)=O)c(O)c1C | -7
CN(Cc1ccc(F)cc1F)C(=O)C1CCN(C(=O)c2cccs2)CC1 | 0
CC(C)(NC(=O)CCNc1ccccc1)c1ccc(Cl)c(Cl)c1 | 9
O=C(c1ccncn1)N1CCOc2c(O)cc(-c3cccnc3)cc2C1 | -10
C=Cc1ccc(NC2CC3CCC(C2)N3C(=O)OC(C)(C)C)cc1 (configuration not stated) | -14
O=S(=O)(NCCc1csc(-c2cnccn2)n1)NCc1ccccc1 | -1
CCOc1ncccc1C(=O)N1CCOC(Cc2ccccc2)C1 (configuration not stated) | -6
Cc1cccc(C(=O)N2CCC(c3ccccc3C(=O)O)C2)c1C (configuration not stated) | -11
CC(=O)c1cc(-c2nc3ccccc3n2C)n(C)c1 | 2
CC(c1cccc(NC(=O)c2ccccc2)c1)N(C)C(=O)C1CCC1 (configuration not stated) | -2
CC1CCCN(C(=O)Nc2ccc(CS(=O)(=O)C(C)C)cc2)C1 (configuration not stated) | -8

A different layout for part of the listing above:
COc1cc(OC)c(C(C)=O)c(O)c1C
  mcGAS RapidFire: -7

CN(Cc1ccc(F)cc1F)C(=O)C1CCN(C(=O)c2cccs2)CC1
  mcGAS RapidFire: 0

CC(C)(NC(=O)CCNc1ccccc1)c1ccc(Cl)c(Cl)c1
  mcGAS RapidFire: 9

O=C(c1ccncn1)N1CCOc2c(O)cc(-c3cccnc3)cc2C1
  mcGAS RapidFire: -10

The list continues.
SMILES | mcGAS RapidFire
Cc1c(CN2CCCC(CCC(=O)NCc3ccccc3Cl)C2)cnn1C (configuration not stated) | 1
Cc1csc(CN2CCOc3c(O)cc(-c4ccc(C)s4)cc3C2)n1 | -22
Cn1cc(OCc2ccc(F)cc2)c(=O)cc1C(N)=O | -4
O=C1CN(Cc2cc(-c3ccc(Cl)cc3)no2)CCN1 | -12
Cc1nc(C(C)C)sc1C(=O)N(Cc1ccccn1)CC1CCCO1 (configuration not stated) | -15
Cc1cc2nc(NCCCN(C)C)sc2cc1C | -1
Cc1ccc2nc(C)c(NC(=O)c3ccc(S(=O)(=O)N(C)C)cc3)c(=O)n2c1 | -18
COc1ccc(-n2nc(C(=O)c3ccccc3)cc(C(=O)c3ccccc3)c2=N)cc1 | -5
CCc1cn[nH]c1C1CCN(C(=O)C2CC(=O)Nc3ccc(F)cc32)CC1 (configuration not stated) | 3
CNc1cc(-c2cnn(CC(C)C)c2)ncn1 | -1

Three records picked at random from those above, as already listed:
SMILES | mcGAS RapidFire
O=C1CN(Cc2cc(-c3ccc(Cl)cc3)no2)CCN1 | -12
Cc1ccc2nc(C)c(NC(=O)c3ccc(S(=O)(=O)N(C)C)cc3)c(=O)n2c1 | -18
Cc1csc(CN2CCOc3c(O)cc(-c4ccc(C)s4)cc3C2)n1 | -22

Following part:
SMILES | mcGAS RapidFire
CNc1cc(C(=O)N2CCC3(CCCN(Cc4cc(OC)ccc4F)C3)C2)ccn1 (configuration not stated) | -5
O=C(CCn1cccn1)N1CCOC(c2ccc(Cl)c(Cl)c2)C1 (configuration not stated) | -8
Cc1ccccc1Cn1ccc(NC(=O)c2nn3cccnc3c2Cl)n1 | 0
CCCn1ccnc1CN1CCCC(c2nn(C)c(=O)n2CC)C1 (configuration not stated) | -14
O=C(CCc1cnn(-c2ccccc2)c1)N1CCCC(c2ccn[nH]2)C1 (configuration not stated) | -9
CCc1ccc(CNC(=O)c2cc(-c3ccccc3)ns2)s1 | 0
CCNc1ncc(CN(C)Cc2cccc3ncccc23)cn1 | 3
O=C(CCn1nnc(-c2ccccc2)n1)N1CCC2(CCNCC2)CC1 | -3
CCOC(=O)CC1CCCCN1C(=O)c1cn(Cc2ccc(OC)cc2)nn1 (configuration not stated) | -12
COc1ccc(CN2CCN(Cn3nnc4ccccc4c3=O)CC2)cc1F | -9
CNC(=O)CC(C)N(C)Cc1[nH]c2ccc(F)cc2c1C (configuration not stated) | -44
CN(Cc1ccc(F)c(F)c1)C(=O)CSCC#N | 0
c1ccc(COC2CCCN(Cc3cc4ccccc4o3)C2)nc1 (configuration not stated) | -26
CC(C)C(Nc1ncnc2sc3c(c12)CCCC3)c1nc(C2CC2)no1 (configuration not stated) | -2
Cc1csc(CNC(=O)COc2ccc3cc(Br)ccc3c2)n1 | -7
CCCn1cc(CN2CCC(N3CCCC3=O)CC2)c(C)n1 | -5
Cc1ccnc(NC(=O)CCCn2c(=O)oc3cc([N+](=O)[O-])ccc32)c1 | -13
Cc1cc(C)n(-c2ccc3n[nH]c(=O)n3n2)n1 | -1
CCOC(=O)c1ccc(NC(=O)CC2Nc3cccc4cccc(c34)NC2=O)cc1 (configuration not stated) | -1
O=C(c1coc(COc2cccc3cccnc23)n1)N1CCSCC1 | -9
Cc1ccc(C(=O)N(CC(N)=O)[C@H](C)c2ccccc2)cc1C | -7
C=CCn1c(=NC(=O)c2ccc(S(C)(=O)=O)cc2)sc2cc(S(C)(=O)=O)ccc21 | -6
CN(c1nccs1)S(=O)(=O)/C=C/c1ccccc1 | 9
COc1cc(C)c(S(=O)(=O)NNC(=O)c2cc(C)oc2C)cc1C | -8
CCS(=O)(=O)NC(=O)C1(C)CCN1C(=O)c1ccc(C2CCCCC2)cc1 (configuration not stated) | -4
O=S1(=O)N=C(Nc2ccc(F)cc2F)c2ccccc21 | -6
O=C1CCCN1Cc1ccccc1CNC(=O)C12CNCC1CNC2 (configuration not stated) | -34
COCCn1cc(C(=O)NCCc2ccc(OC(C)C)cc2)ccc1=O | 4
Cc1ncc2c(c1CNc1nccc(CCC(F)(F)F)n1)CCNC2 | -7
COc1cc(CNC(=O)Cn2cc(C)cn2)ccc1OCCN(C)C | -4
COc1cccc(-c2nc(C=Nc3ccccc3Br)c(O)o2)c1 | -2
O=C(NCC1(Cn2cccn2)CC1)C1CNCCO1 (configuration not stated) | -9
Cc1nc(COC(=O)c2cc3ccccc3cc2O)oc1C | -26
COc1nc2nc(N)nc(N)c2nc1C | -9
O=C(NN=Cc1cccs1)C12CC3CC(CC(C3)C1)C2 | -1
Cc1ccn2c(CNC3CCN(S(C)(=O)=O)CC3C)cnc2c1 (configuration not stated) | -6
CCc1ccc(CN(C)CN2C(=O)CC(C)C2C)cc1 (configuration not stated) | 6
Cc1nn(-c2ccccc2)c(N)c1-c1ccc(S(C)(=O)=O)cc1 | -3
FC(F)(F)c1nnc2ccc(Nc3cnn(CC4CCCO4)c3)nn12 (configuration not stated) | -2
Cc1ccc(N2CN(CCO)Cn3c2nc(C)c(C)c3=O)c(C)c1 | -8
Cc1nc(C)n(-c2ccc(C(=O)Nc3n[nH]c(C4CC4)c3C)cc2)n1 | 2
CN(CCNC(=O)c1ccc2c(c1)CCO2)S(C)(=O)=O | -20
Cc1ccc(SC(C)C(=O)N(C)C)cc1 (configuration not stated) | 5
c1cc(CNCc2ccc3[nH]c4c(c3c2)CCCCCC4)ccn1 | -7
CCOc1cc(Cl)ccc1NC(=O)Nc1cccnc1 | -17
Cc1cnccc1N1CCCN(C(=O)[C@H](N)CC(C)C)CC1 | -13
O=C(NCc1[nH]ncc1Br)c1nc(Cl)ccc1Cl | -3
OCCCNc1ccccc1 | 3
FC1(Br)C2C3C4C=CC(C3C3(CC3)C21)C41CC1 (configuration not stated) | -13
CC(C)c1cncnc1-c1cccc(C(=O)O)c1 | -6
The results go on:
SMILES | mcGAS RapidFire
O=C(O)CCCc1ccccc1 | -8&-7&0
O=C1C(=Cc2ccc(Br)s2)CCc2ccccc21 | -12
COC(=O)c1cc(Cl)c(NC(=O)N2CCCC2c2ccsc2)cc1OC (configuration not stated) | -32
COc1ccc(S(=O)(=O)NCCC(=O)NC(C)c2cccc(Cl)c2)cc1 (configuration not stated) | 9
C=CC[C@@H]1CC=C[C@@H](C)N1C(=O)c1ccc(Cn2ccnc2)o1 | -6
COCCC(=O)Nc1ccccc1-n1cc(Br)cn1 | -43
O=C(O)CSc1cc(F)ccc1F | -9
Cc1nc2n(n1)C(=O)C(C(c1ccc(Br)cc1)N1CCC3(CC1)OCCO3)S2 (configuration not stated) | -8
NC(=O)c1c(Br)cc(Br)c(O)c1Br | -4
c1ccc(CCc2nc(CCn3nnc4ccccc43)n[nH]2)cc1 | -13
CCNC(=O)Cn1c(CO)cnc1SCc1cccc(Cl)c1 | 6
CC(CN(C)c1nccc(C2CCCC2)n1)N1CCOCC1 (configuration not stated) | -16
CCC(C)(C)NC(=O)c1ccoc1 | -4
CCn1c(C)cc(O)c(C(c2cccnc2)N2CCC(C)CC2)c1=O (configuration not stated) | -10
N#Cc1ccc(CN(CC(=O)NC2(C#N)CCCCCC2)CC(F)(F)F)cc1 | -3
CC(C)c1ccc(C2NC(=O)CCC2[N+](=O)[O-])cc1 (configuration not stated) | -31
O=C1C=CC(=O)N1c1ccc(SC(F)(F)C(F)(F)C(F)(F)F)cc1 | -5
COc1ccc(NC(=O)N(Cc2ccncc2)C2CC2)cc1Cl | -10
CCOC(=O)c1[nH]nc(C(=O)c2ccccc2)c1-c1ccccc1Cl | -9
C=CCNc1ncnc2c1sc1nc(CC)c3c(c12)CC(C)(C)OC3 | -22
CC1CC2(C)CC(C(=O)O2)C1C(=O)O (configuration not stated) | -8
CCCn1ncnc1C(C)NC(=O)C1(Nc2ccc(C)cc2)CCCC1 (configuration not stated) | -23
CN=c1scc(-c2ccc(Cl)cc2Cl)n1N=Cc1cc(OC)c(OC)cc1OC | -8
COc1cc(C(=O)Nc2nc3c(s2)CCCC3)ccc1OCC(=O)N1CCOCC1 | 2
CC(C)c1ccc(CN(C(=O)C2CCN(C3CCS(=O)(=O)C3)CC2)C2CC2)cc1 (configuration not stated) | -8
C#CCOc1ccccc1CNCc1ccc(N2CCN(C)CC2)nc1 | -34
O=C(Nc1ccnn1Cc1cccc(Cl)c1Cl)c1cccs1 | -2
Cc1cc2cc(CNc3ncnc4c3nnn4C)ccc2[nH]1 | -8
Cc1ccc(NC(=O)CNc2nccc(-c3ccc(C)nc3C)n2)c(F)c1 | 0
CC(=O)NCCC1=CCCN(CC(=O)Nc2ccc(C)cn2)C1 | -5
CCn1c(C2CCCN(C(=O)CCn3cc(Cl)cn3)C2)nn(C)c1=O (configuration not stated) | -9
CC(C)CC1(C(=O)NS(=O)(=O)c2cccnc2)CCC1 | -2
O=C(Cn1c(=O)oc2ccccc21)NC1CCSc2ccc(Cl)cc21 (configuration not stated) | -42
O=c1[nH]c(CN2CCOCC2)nc2scc(-c3ccc(Cl)cc3)c12 | -6
Cc1nccc(NCc2cccnc2N(C)Cc2ccccc2)n1 | -17
CCc1ccccc1OCC(=O)N1CCCN(C(N)=O)CC1 | -7
O=c1c2nnc3c(-c4ccccc4)cnn3c2ccn1CCc1cnc[nH]1 | -2
C#CCN1CCN(C(=O)c2cc(NC(=O)C(C)C)ccc2Cl)CC1 | -10
O=C1C=NC(Nc2nc3ccccc3s2)N1 (configuration not stated) | 23
CCCc1cc(C(=O)N(Cc2ccncc2)Cc2ccc3c(c2)OCO3)n[nH]1 | -19

Shown field by field: part of the list above
Cc1nccc(NCc2cccnc2N(C)Cc2ccccc2)n1
  mcGAS RapidFire = -17

CCc1ccccc1OCC(=O)N1CCCN(C(N)=O)CC1
  mcGAS RapidFire = -7

Next structures
SMILES | mcGAS RapidFire
CC(C)CN(C(=O)Nc1cccc2ccccc12)C1CC1 | -12
Cc1[nH]c(=O)[nH]c(=O)c1/C=N\NC1=NCCN1 | -9
CCN(C(=O)c1ccc(-n2ncc(C#N)c2N)cc1)C1CCCC1 | 0
CN1CCCn2nc(C(=O)N3CCN(CC4CCCO4)CC3)cc2C1 (configuration not stated) | -6
